Assay outcomes as filed in PubChem.
core dimer inh – inhibitors of HCV core protein dimerization, primary screen, biochemical, TR-FRET, high-throughput; TR-FRET GST/Flag-core106 dimerization, 1536-well; inhibition, % at 5 µM; 300,000 tested, 0.33% active; AID 1899, 2009;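 active means inhibition above the mean of all tested compounds plus 3 SD, set per screening campaign, cut at about 45% in these data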
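System: GST/Flag-tagged HCV core106 proteins. Incubation: compound-protein-antibody incubation 4 h at 22.5 °C. Technique: HTRF with 340 nm excitation, 617/671 nm emission. Medium: KF-containing HEPES buffer, pH 7.45, DTT, CHAPS, BSA. Read-out: inhibition (%) from 671 over 617 nm ratio. Also added: Eu(K)-anti-GST 90 ng/mL plus XL665-anti-Flag 1 µg/mL.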
ZTA DNA inh – ZTA (EBV) inhibition in EBNA-1 counter-screen; P03206; 320,000 tested, 0.15% active; inhibition, % at 11 µM; AID 2234; ZTA-DNA binding, fluorescence polarization; in the data active means inhibition above about 33%
JMJD2C inh – inhibitors of GASC-1 histone demethylase, primary screen, biochemical, fluorescence, DELFIA europium | Lysine-specific demethylase 4C (Homo sapiens), Q9H3R0 | GST-JMJD2C(1-420) H3K9me3 demethylation | inhibition, % at 2.35 µM | 330,000 tested, 0.069% active | AID 2099, 2009;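 active means more than half of a compound's replicate wells show inhibition beyond 50%, single wells judged on their own value; inconclusive means some, but no more than half, of replicates pass 50% inhibition; inactive means no replicate passes 50% inhibition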;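 further: signal counts dimethyl H3K9 product captured on neutravidin plate; 0% = median of DMSO wells and 100% = 0.3 times that DMSO median; strong numbers were not always called active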
Fh CTSL1 inh – Fasciola hepatica cathepsin L1 inhibitors, primary screen, counter-screen for PFM18AAP inhibitor project, biochemical, QFRET, fluorogenic peptide substrate; recombinant F. hepatica cathepsin L1, Z-Leu-Arg-MCA fluorescence; inhibition, % at 5.96 µM; 300,000 tested, 0.49% active;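 active means inhibition above the mean of all tested compounds plus 3 SD, set per screening campaign, cut at about 17% in these data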;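 further: 0% = plate median of test compound wells and 100% = 1 µM Z-Phe-Ala-diazomethylketone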
TPT1 inh – Candida albicans TPT1 enzyme inhibitors, primary screen, biochemical, fluorescence polarization; tRNA 2'-phosphotransferase TPT1 (Candida albicans SC5314); AID 1962, 2009; recombinant caTPT1, FP RNA substrate dephosphorylation; 300,000 tested, 0.81% active; inhibition, % at 5 µM;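 active means inhibition above the mean of all tested compounds plus 3 SD, set per screening campaign, cut at about 24% in these data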;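 further: plate controls were DMSO alone for no effect and ferristatin control at 100 nM for full effect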
PP1 counter – PP1-alpha phosphatase inhibitors, primary screen, counter-screen for PP5 inhibitor project, biochemical, fluorescence, OMFP substrate, single point | purified PP1alpha | inhibition, % at 6.7 µM | 320,000 tested, 0.9% active | AID 2235, 2010;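 active means inhibition above the mean inhibition of all tested compounds plus 3 SD, computed separately for each screening campaign, cut at about 15% in these data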
Target sequence (P62136 whole entry, looked up): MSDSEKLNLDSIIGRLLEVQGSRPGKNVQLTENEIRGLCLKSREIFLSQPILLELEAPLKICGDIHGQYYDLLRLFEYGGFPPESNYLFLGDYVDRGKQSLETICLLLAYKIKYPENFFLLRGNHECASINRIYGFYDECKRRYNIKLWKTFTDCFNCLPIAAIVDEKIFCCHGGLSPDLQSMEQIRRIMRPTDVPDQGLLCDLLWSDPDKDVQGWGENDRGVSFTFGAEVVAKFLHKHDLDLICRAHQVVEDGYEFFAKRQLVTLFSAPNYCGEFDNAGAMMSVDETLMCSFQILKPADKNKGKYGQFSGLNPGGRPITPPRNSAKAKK
EBNA-1 inh – EBNA-1 DNA-binding inhibitors, primary screen, biochemical, fluorescence polarization | inhibition, % at 14.8 µM | 300,000 tested, 0.34% active | AID 1950, 2009; in the data active means inhibition above about 28%
PP5 inh – PP5 phosphatase inhibitors, primary screen, biochemical, fluorescence | Serine/threonine-protein phosphatase 5 (Homo sapiens), P53041 | purified PP5c, OMFP substrate fluorescence | inhibition, % at 6.7 µM | 320,000 tested, 0.18% active | AID 1987, 2009;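 active means inhibition above the campaign's mean inhibition across all tested compounds plus 3 SD, cut at about 9.5% in these data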;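 further: 0% = DMSO only and 100% = 100 µM cantharidin control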
Target sequence (P53041 whole entry, looked up): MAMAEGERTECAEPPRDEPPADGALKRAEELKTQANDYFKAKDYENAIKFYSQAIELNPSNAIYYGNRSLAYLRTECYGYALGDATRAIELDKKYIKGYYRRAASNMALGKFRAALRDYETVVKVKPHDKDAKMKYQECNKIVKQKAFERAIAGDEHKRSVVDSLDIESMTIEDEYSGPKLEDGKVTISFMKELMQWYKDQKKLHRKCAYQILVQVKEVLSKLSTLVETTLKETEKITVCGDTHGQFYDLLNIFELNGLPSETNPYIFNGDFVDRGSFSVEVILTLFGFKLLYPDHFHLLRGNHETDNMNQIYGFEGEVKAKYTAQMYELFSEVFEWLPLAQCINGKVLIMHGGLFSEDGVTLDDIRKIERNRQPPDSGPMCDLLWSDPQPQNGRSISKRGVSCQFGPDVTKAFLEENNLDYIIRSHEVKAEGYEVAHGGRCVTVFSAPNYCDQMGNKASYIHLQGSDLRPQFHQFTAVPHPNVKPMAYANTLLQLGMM
CR mimetic SO – reduction of superoxide in aged yeast, primary screen, HTS; S. cerevisiae aged cells, superoxide DHE fluorescence; stronger effect = lower value; superoxide response (% of plate mean), % at 10 µM; 330,000 tested, 0.18% active;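 active means superoxide response under a set limit, about three screen SD below normal, cut at about 65% in these data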;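 further: yeast aged for seven days with compound at 30 °C before DHE staining; 100% = average MFI of all compound-treated wells on the plate with controls excluded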
Numbers without * were called inactive; ? = inconclusive; nt = not tested or not shown.

SMILES	core dimer inh	ZTA DNA inh	JMJD2C inh	Fh CTSL1 inh	TPT1 inh	PP1 counter	EBNA-1 inh	PP5 inh	CR mimetic SO
O=P(O)(O)C(O)C(F)(F)C(F)(F)C(F)(F)C(F)F (configuration not stated)	0	7	10	1	-3	-3	-9	-0.5	98
C=C(C)CSc1nnc([C@@H]2CCCN2)o1	-3	0	-6	0	5	3	-6	1.1	94
COc1ccc(NC(=O)C2=C(C)NC(=O)NC2c2cccc(OC)c2OC)c(OC)c1 (configuration not stated)	4	2	2	4	0	0	1	3.0	100
CCOC(=O)/C(=C\c1ccccc1)NC(=O)c1ccccc1	-2	10	8	-1	2	-8	5	2.2	101
CCOC(=O)CN1C(=O)S/C(=C\c2ccc(-c3ccc(C(=O)O)c(Cl)c3)o2)C1=O	-1	6	-10	4	9	-2	-1	4.6	96
CCOc1ccc(C(CCc2ccccc2)NC(=O)c2ccccc2F)cc1OCC (configuration not stated)	6	-3	1	2	2	1	2	1.7	105
COc1cccc(C(=O)CC(=O)C(=O)Nc2cc(OC)ccc2OC)c1	1	-2	3	-3	0	1	0	2.0	106
O=[N+]([O-])c1ccc(S(=O)(=O)CC2CSc3nc4ccccc4n32)cc1 (configuration not stated)	0	13	5	-2	0	1	9	0.5	108
CCCC(=O)N(Cc1cc(=O)[nH]c2ccccc12)c1ccc(C)cc1	3	6	20	-7	-4	5	18	2.3	94
CC1CC(C)CN(CC(=O)NC(c2ccccc2)c2ccccc2)C1 (configuration not stated)	2	8	-6	-5	-1	2	-3	-0.1	80
CCC(=O)N1COC[C@@H]1Cc1ccccc1	-2	8	-5	-3	3	-2	-3	3.7	108
O=CN1Cc2[nH]c3ccccc3c2N(c2ccc(Cl)cc2)C1=O	-1	6	0	-2	-5	-1	-5	1.6	108
O=c1cc(CSc2ccccn2)[nH]c(=O)[nH]1	0	-5	-8	-4	0	-2	2	1.9	101
O=C1Nc2cc(S(=O)(=O)N3CCCC3)ccc2N2CCCC12 (configuration not stated)	36	-5	6	9	9	7	-2	5.7	100
O=C(OCC(=O)N1CCCC1=O)c1cccc([N+](=O)[O-])c1	-2	-19	-18	-13	0	0	-1	-0.2	99
COc1ccc(-c2nc(CS(=O)CC(=O)NCCc3ccc(OC)c(OC)c3)c(C)o2)cc1 (configuration not stated)	-2	-1	4	0	-2	-1	-10	2.0	108
O=C(N/N=C/c1cccnc1)c1ccc(NC(=O)c2ccc(F)cc2)cc1	-5	1	-1	-1	-1	1	-16	0.1	114
CCOC(=O)C1CCCN(C(=O)c2cc(-c3ccc(C)cc3)nc3ccccc23)C1 (configuration not stated)	7	-3	-9	3	-1	-2	10	-2.5	98
COc1ccc([C@H]2CC(=O)C=C(c3cccc(C(C)C)c3)C2)cc1OC	nt	-6	2	nt	nt	2	nt	2.2	73
Cc1nc(NC(=O)COC(=O)CCS(=O)(=O)c2ccccc2Cl)c(Cl)cc1Cl	-1	3	8	-74	1	-2	2	0.8	102
CCn1c(SCC(=O)N(C(C)C)C(C)C)nnc1-c1cc2ccccc2cc1O	6	22	-2	-1	-1	1	12	-1.6	106
CCCN(CCO)Cc1cccc(Cl)c1	3	-3	-15	1	-1	1	-4	-0.4	113
CCCCCCCCCCOC(=O)Cn1c(COc2cccc(C)c2)[n+](C)c2ccccc21	-3	10	10	6	4	42*	0	5.0	112
CCOc1ccc(-c2cn(-c3ccc(OC)cc3)c(SC)n2)cc1	-10	-8	-3	3	1	1	4	2.2	101
CCc1ccccc1NC(=O)CCS(=O)(=O)c1ccc2c(c1)CCCN2C(C)=O	-10	12	-6	1	4	2	-21	1.8	89
Other results
SMILES	core dimer inh	ZTA DNA inh	JMJD2C inh	Fh CTSL1 inh	TPT1 inh	PP1 counter	EBNA-1 inh	PP5 inh	CR mimetic SO
O=C(N/N=C/c1c[nH]c2ccccc12)c1cc(-c2ccc3ccccc3c2)n[nH]1	-1	1	-14	2	3	-4	-5	-3.4	80
Cc1cc(C(=O)CSc2nnnn2C)c(C)n1-c1cccc(F)c1	7	-9	-2	0	2	1	1	2.9	93
O=C(NCc1ccc2c(c1)OCO2)c1ccc(CS(=O)Cc2ccc(Cl)cc2)o1 (configuration not stated)	-15	1	-4	-3	3	-12	-19	-7.1	113
Cc1cccc(CSc2ccc3nnc(-c4ccccn4)n3n2)c1	-1	1	-9	1	-1	19*	-4	0.4	97
COc1ccccc1NC(=S)NCC1CCCO1 (configuration not stated)	0	-30	-7	-3	-1	1	1	0.8	111
COc1ccc(C(C(=O)NCc2ccc(F)cc2)N(Cc2cccnc2)C(=O)c2snc(C(N)=O)c2N)cc1 (configuration not stated)	3	-7	-9	1	0	3	-2	0.5	98
CCOc1ccc(NC2OCC(O)C(O)C2O)c([N+](=O)[O-])c1 (configuration not stated)	-4	-7	1	2	-3	-3	11	1.5	107
N#C/C(=C/c1ccc(OCc2ccc(C(=O)O)cc2)c(Br)c1)c1cccc(F)c1	-124	9	17	7	-6	11	1	-1.5	100
CCOC(=O)c1[nH]c(COC(=O)CCOc2ccccc2OC)c(C(=O)OCC)c1C	4	1	-4	-5	2	1	23	0.5	110
N#Cc1ccc(S(=O)(=O)N2CCN(CC(=O)NCC3(N4CCOCC4)CCCCC3)CC2)cc1	nt	-3	6	nt	nt	-2	nt	0.5	93
Cc1ccc(C(=O)N2CCc3ccccc32)o1	-6	-10	7	-1	0	-1	-3	1.6	100
CC(C)c1ccc(NC(=O)C(=O)c2cn(CC(=O)N3CCCCC3)c3ccccc23)cc1	18	-5	-3	-1	-2	5	-8	3.0	109
COc1ccc(S(=O)(=O)c2c(N)n(Cc3ccco3)c3nc4ccccc4nc23)cc1	72*	12	12	4	8	19*	1	-2.1	105
O=C(Cn1nnc(-c2ccc(CN3CCOCC3)cc2)n1)N1CCCc2ccccc21	0	-9	0	0	-2	-1	5	0.4	90
Cc1nn(C(=O)c2ccco2)c(C)c1CN1C(=O)c2ccccc2C1=O	-3	2	2	1	0	-3	-12	1.7	93
O=C(/C=C/c1ccc(Cl)cc1)Nc1ccc(CN2CCOCC2)cc1	-2	1	-2	1	2	-3	9	0.6	76
CCC1SC(C)C/C(=N/NC(N)=O)C1C (configuration not stated)	0	-2	0	0	-1	-4	5	-0.4	114
CC(C)CN(CCCNC(=O)CN1C(=O)CSc2ccc(S(=O)(=O)N3CCOCC3)cc21)CC(C)C	1	1	1	3	-2	0	-7	2.8	93
O=C(CNC(=O)c1ccccc1)Nc1cccc(C(F)(F)F)c1	-14	3	1	1	15	-3	3	-0.1	90
CN(CC(=O)Nc1cc(S(=O)(=O)N2CCCC2)ccc1Cl)Cc1ccc2c(c1)OCO2	nt	-1	1	nt	nt	3	nt	4.0	95
NC(=O)c1oc2ccccc2c1NC(=O)c1ccc([N+](=O)[O-])o1	8	3	-20	26*	0	2	-2	-1.0	111
CN(C(=O)c1ccco1)c1nc(-c2ccccc2)cs1	-15	3	-7	-7	1	7	0	-1.5	108
CC1(C)Cc2c(sc3[nH]c(=S)n(Cc4ccccc4)c(=O)c23)CO1	1	-2	0	1	3	-3	1	2.6	113
CC(=O)c1ccc(S(=O)(=O)N2CCCC2)cc1	-4	5	6	8	-2	-4	-3	-0.3	117
O=S(=O)(/N=C(/Nc1cccc2ccccc12)c1ccccc1)c1ccccc1	8	6	3	5	-2	-2	-2	4.2	103
Carrying on:
SMILES	core dimer inh	ZTA DNA inh	JMJD2C inh	Fh CTSL1 inh	TPT1 inh	PP1 counter	EBNA-1 inh	PP5 inh	CR mimetic SO
COc1ccc(S(=O)(=O)N(C)CC(=O)NC2CCCC2)cc1OC	8	-4	5	-2	0	-2	-7	-2.1	102
CCCn1c(SCN2C(=O)c3ccccc3C2=O)nc2cc(Cl)ccc2c1=O	1	-2	0	0	-1	-1	-1	-0.9	104
O=C(c1cc2c(ccc3ccccc32)o1)N1CCCCC1	-2	-6	?	4	0	-3	-2	0.0	97
CC(C)C1=C2CCCCC2NC(=O)N1 (configuration not stated)	0	-1	12	0	-1	2	-4	1.5	95
Cn1ccnc1Sc1ccc(/C=N/NC(=O)c2ccccc2O)cc1[N+](=O)[O-]	-4	-9	11	4	-6	-3	7	-1.8	95
CC(=O)c1c(OCC(=O)O)ccc2c(C)cc(=O)oc12	-4	-19	27	-1	-6	4	5	1.9	98
O=C(Nc1ccc(F)cc1F)N1CCN(c2ncccn2)CC1	17	5	-3	-1	2	-4	1	1.4	110
Cc1cc(C)cc(NC(=S)NCCc2ccc(S(N)(=O)=O)cc2)c1	-3	-15	-2	4	-1	7	0	3.1	94
CS(=O)(=O)N(CC(=O)NCCSCc1ccccc1)c1ccccc1Br	-2	-14	-2	-1	1	-3	-10	-1.1	97
O=C(NC12CC3CC(CC(C3)C1)C2)N1CCN(S(=O)(=O)c2ccc(Cl)cc2)CC1	4	10	-1	-3	-1	0	12	0.7	100
O=C(COC(=O)c1cccs1)c1ccccc1	-2	-6	42	10	-2	-1	-6	1.0	107
CN(C(=O)COC(=O)/C=C/c1ccc(C(F)(F)F)cc1)C1CCS(=O)(=O)C1 (configuration not stated)	-1	1	-6	-4	-3	-1	-6	0.8	96
O=C(CN1C(=O)c2ccccc2C1=O)OC(C(=O)c1ccc(Cl)cc1)c1ccccc1 (configuration not stated)	28	-9	18	-16	1	2	3	1.3	110
CCCCC(=O)Nc1c(-c2ccc(OC)c(OC)c2)c(=O)c2ccccc2n1C	-18	-5	-7	1	-3	4	-4	0.6	94
COc1ccc(CC(=O)NC(c2ccccc2)c2ccc(C)cc2)c(OC)c1 (configuration not stated)	6	0	-8	1	2	0	-16	1.6	93
OCCNC(=S)NCCc1ccccc1	-7	-20	-10	-7	-2	-1	11	4.7	97
CS(=O)(=O)N1CCN(Cc2ccc([N+](=O)[O-])cc2)CC1	2	14	-22	6	2	-6	5	1.6	112
CSc1nc2c(c(=O)n1-c1ccc(C)cc1)SCC2	-2	-2	-5	5	-1	2	11	-1.2	97
O=C1CC(/C=C/c2ccc(Cl)cc2)=Nc2ccccc2N1	7	4	-4	3	0	3	-5	0.2	105
COc1ccc(/C=N/NC(=O)CNC(=O)c2ccc(S(=O)(=O)N3CCCC3)cc2)c(OC)c1	4	12	-1	1	1	0	-6	0.4	90
C#CCCOC(=O)N1C2=NC(C(=O)OC)=C(C(=O)OC)[C@@H]3N(Cc4ccccc4)c4ccccc4[C@]23C[C@H]1C(=O)OC	8	6	18	-1	-2	-2	8	0.6	98
CCOC(=O)COc1c(C(=O)OC)sc2ncccc12	0	11	-1	-1	0	0	7	0.3	96
